Rtt109 Vps75 = C. albicans Rtt109 histone acetyltransferase inhibition; purified Rtt109/Vps75, ThioGlo CoA-SH fluorescence, 4 h; inhibition, % at 34.9 µM; 330,000 compounds, 0.16% hits; AID 540336;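 active = inhibition of at least 50% in every replicate; inconclusive = best replicate reaches 50% inhibition but some replicates fall short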
Target sequence (Q5AAJ8 whole entry, looked up): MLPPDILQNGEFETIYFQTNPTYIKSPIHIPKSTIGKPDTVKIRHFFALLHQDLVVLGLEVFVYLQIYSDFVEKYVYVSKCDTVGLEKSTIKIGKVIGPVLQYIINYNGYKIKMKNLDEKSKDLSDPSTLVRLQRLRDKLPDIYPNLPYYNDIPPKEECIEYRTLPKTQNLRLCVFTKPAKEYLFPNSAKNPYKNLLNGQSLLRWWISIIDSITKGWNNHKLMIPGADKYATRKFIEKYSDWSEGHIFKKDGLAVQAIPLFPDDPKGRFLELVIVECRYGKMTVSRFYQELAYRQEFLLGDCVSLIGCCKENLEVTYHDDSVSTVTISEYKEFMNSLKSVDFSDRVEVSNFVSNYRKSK
Tat transport = blocks Tat-dependent protein export in E. coli; E. coli MC4100 TorA-mCherry Tat export, fluorescence; inhibition, % at 10 µM; 340,000 compounds, 0.036% hits; AID 488895;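 active = mean replicate inhibition at least 50% and at least half of replicates individually reaching 50%; inconclusive = only one of the two criteria met; inactive = neither criterion met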;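 note: exported cargo escapes ClpAP degradation while cytoplasmic cargo is degraded and loses fluorescence; 0% = median of neutral control wells and 100% = median of NaSCN control wells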
phage Ecoli inh = E. coli growth loss with phage present; 360,000 compounds, 0.26% hits; growth absorbance; inhibition, % at 11.9 µM; in the data active = inhibition above about 11%
DAGLB inhibitor = blocks human DAGLB lipase activity. Q8NCG7. HEK293T DAGLB membrane lysate, EnzChek fluorogenic substrate. inhibition, % at 5.17 µM. 340,000 compounds, 0.059% hits. AID 504411; in the data active = inhibition above about 34%;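 note: 0% = enzyme with vehicle and 100% = wells lacking enzyme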
Target sequence (Q8NCG7 whole entry, looked up): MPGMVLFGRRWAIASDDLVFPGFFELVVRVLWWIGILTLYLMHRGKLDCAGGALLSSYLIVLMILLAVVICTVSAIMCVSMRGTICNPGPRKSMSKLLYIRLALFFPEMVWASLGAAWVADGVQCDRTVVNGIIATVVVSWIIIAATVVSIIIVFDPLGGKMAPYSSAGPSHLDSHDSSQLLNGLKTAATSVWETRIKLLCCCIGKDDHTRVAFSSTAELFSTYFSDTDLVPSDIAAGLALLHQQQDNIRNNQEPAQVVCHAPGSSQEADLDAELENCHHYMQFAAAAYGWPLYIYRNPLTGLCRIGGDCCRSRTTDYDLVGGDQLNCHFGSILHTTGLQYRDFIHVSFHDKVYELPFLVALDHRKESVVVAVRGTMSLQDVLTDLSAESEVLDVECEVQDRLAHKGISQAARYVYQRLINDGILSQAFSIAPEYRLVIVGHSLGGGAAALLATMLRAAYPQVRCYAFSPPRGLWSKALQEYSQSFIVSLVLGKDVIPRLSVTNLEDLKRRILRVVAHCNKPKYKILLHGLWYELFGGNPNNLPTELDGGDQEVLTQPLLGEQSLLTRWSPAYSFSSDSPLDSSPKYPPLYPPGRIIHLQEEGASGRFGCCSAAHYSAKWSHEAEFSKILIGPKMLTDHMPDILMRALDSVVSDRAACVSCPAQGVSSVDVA
PfHsp90 set2 = growth inhibition of yeast expressing Plasmodium Hsp90; S. cerevisiae expressing PfHsp90, BacTiter-Glo ATP, 48 h; yeast lacking PDR1 and PDR3 efflux regulators; inhibition, % at 9.4 µM; 310,000 compounds, 0.32% hits;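 active = every replicate shows inhibition above about 80%, whatever the replicate mean, limit read from the data; inconclusive = mean inhibition reaches the set limit but some replicate falls short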;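 note: 0% = DMSO neutral controls and 100% = 20 µM radicicol positive controls; yeast relying on Plasmodium falciparum Hsp90 in place of its own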
AddAB inh = less growth of phage-infected E. coli with AddAB; 330,000 compounds, 0.29% hits; inhibition, % at 11.9 µM; E. coli expressing H. pylori AddAB, absorbance growth; in the data active = inhibition above about 12%;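 note: 0% = vehicle wells of infected cells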
CAL PDZ inh = blocks peptide binding to human CAL PDZ domain. Q9HD26. purified CAL PDZ, TMR-peptide fluorescence polarization, 1 h. inhibition, % at 20 µM. 330,000 compounds, 0.02% hits;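 active = highest replicate inhibition of at least 40%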;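 note: plate controls were DMSO neutral control wells for no effect and unlabeled competitor peptide control wells for full effect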
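Material: tagged CAL PDZ domain; buffer or medium: 25 mM sodium phosphate pH 7.4, 150 mM NaCl, TCEP, IgG, Thesit; compound dosing: single point, 20 µM; schedule: 1 h incubation at room temperature before polarization reading; measured by: FP readout, S and P plane fluorescence; read-out basis: percent inhibition from loss of millipolarization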
E coli growth = bacterial growth inhibition, counter-screen for AddAB inhibitors; E. coli V3065 growth, OD600 absorbance, 18 h; 330,000 compounds, 0.27% hits; inhibition, % at 11.9 µM;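 active = inhibition above the campaign's mean inhibition across all tested compounds plus 3 SD, cut at about 9.9% in these data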;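 note: uninfected addAB+ strain grown without phage in ampicillin broth; 0% = DMSO wells and 100% = ciprofloxacin 0.95 µg/ml wells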
PvdQ acylase = P. aeruginosa PvdQ acylase inhibition; purified PvdQ acylase, fluorescence plate reader; inhibition, % at 10 µM; 340,000 compounds, 0.063% hits; in the data active = inhibition above about 30%, passing the limit was not always enough; inconclusive = no clear call, values can overlap the other calls;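 note: 0% = vehicle neutral wells and 100% = reference inhibitor wells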
Wnt bcat act = Wnt/beta-catenin pathway activation | Wnt/beta-catenin reporter cell assay, activator, plate reader | activation, % at 9.35 µM | 300,000 compounds, 1.2% hits | AID 743398; in the data active = activation above about 30%, passing the limit was not always enough; inconclusive = no clear call, values can overlap the other calls;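 note: 0% = neutral control wells and 100% = positive control wells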
Numbers without * were called inactive; u = inconclusive; x = no result given. This is a random part of the collection. Share with any hit: about 1.9%.

SMILES	Rtt109 Vps75	Tat transport	phage Ecoli inh	DAGLB inhibitor	PfHsp90 set2	AddAB inh	CAL PDZ inh	E coli growth	PvdQ acylase	Wnt bcat act
Cc1cccc(NS(=O)(=O)c2ccc3c(c2)oc(=O)n3C)c1C	-5	-5	2.2	-2	-1	x	-0.8	x	8	0
COc1ccc(C2CC(c3ccncc3)=NN2c2ccc(S(N)(=O)=O)cc2)cc1 (stereo unspecified)	-4	-3	2.7	0	0	-1.5	-0.5	-1.4	-16	1
CC1=CC(C/C(C)=C/COc2ccc3ccc(=O)oc3c2)OC1=O (stereo unspecified)	5	-2	2.6	-4	14	3.4	-1.5	-1.7	-11	-1
Cc1cccc(NS(=O)(=O)c2cccc(C(=O)NCC(c3ccc(F)cc3)N3CCOCC3)c2)c1 (stereo unspecified)	10	6	0.9	0	15	x	0.5	x	5	7
CCN1CCN(C(=O)CN(C)S(=O)(=O)c2ccc(OC)c(C)c2)CC1	4	5	0.7	5	x	-0.3	0.0	-1.1	-15	x
Cc1cccc(OCC(=O)Nc2ccc(NC(=O)c3ccco3)cc2)c1	0	11	2.3	-2	-6	x	-1.3	x	-13	2
Cc1ccc(NC(=O)CC(=O)Nc2ccc(C)c(C)c2)cc1C	1	3	0.3	-18	9	3.6	-2.4	0.1	-19	-2
COc1cccc2cc(C(C)=O)c(=O)oc12	7	-2	-0.2	2	0	1.3	-2.5	-1.9	-11	x
CCOC(=O)c1ccc(NC(=S)N2CCN(C(=O)C3CCCO3)CC2)cc1 (stereo unspecified)	-5	-14	1.7	0	-25	-0.1	-2.3	-0.7	2	2
CCOC(=O)N1CCC(NS(=O)(=O)c2cc3c(cc2Br)CCN3C(=O)CC)CC1	-2	8	3.0	-1	26	x	-0.3	x	-18	-1
CN(C(=O)c1cccc(NC(=O)Cc2ccc(NC(=O)C3CCCN(C(=O)C4CCCCC4)C3)cc2)c1)C1CCCC1 (stereo unspecified)	-6	14	0.5	-4	-8	x	0.9	x	13	-1
O=C(Nc1cccs1)Nc1c(F)c(F)cc(F)c1F	-17	7	2.3	-2	8	-2.6	-2.8	-3.6	-9	0
CC(=O)Nc1ccc(NC(=O)C(=O)c2cn(CC(=O)N3CCCC3)c3ccccc23)cc1	20	-5	0.4	-1	4	5.1	-0.7	1.4	8	-2
CN(C(=O)c1cccc(NC(=O)Cc2ccc(NC(=O)C3CCCN(S(=O)(=O)c4cccc([N+](=O)[O-])c4)C3)cc2)c1)C1CCCCC1 (stereo unspecified)	-4	-4	-0.3	3	-9	x	-0.2	x	-4	-3
Cc1ccc(OCCC(=O)OCC(=O)NC2CCCC2)cc1	0	-4	1.8	-1	x	-3.1	-4.0	-2.1	12	-3
COc1ccccc1NS(=O)(=O)c1ccc(S(=O)(=O)N2CCOCC2)cc1	-5	10	2.5	0	x	-0.1	-1.1	0.2	-6	-1
Cc1ccc(S(=O)(=O)CCC(=O)c2ccc(O)cc2O)cc1	2	-59	1.6	3	37	0.5	-1.1	1.5	-1	-8
COc1ccc(C2/C(=C(/O)c3ccccc3)C(=O)C(=O)N2C)cc1OC (stereo unspecified)	1	17	0.1	-1	6	3.7	0.4	2.1	-2	1
CCCCCN(C(=O)NC(=O)Nc1nncs1)S(C)(=O)=O	-2	2	1.8	-1	14	1.6	0.3	-1.7	0	x
Cc1cc(C)nc(N2CCN(c3ccc(F)cc3)CC2)n1	-5	-1	5.5	-2	7	x	0.9	x	-15	8
CCNC(=S)NNC(=O)c1cc(-c2cccnc2)nc2ccccc12	-3	-6	-0.3	0	x	0.5	-0.1	1.1	9	3
COC(CNC(=O)c1cccc(-n2c(=S)[nH]c3cc(Cl)ccc3c2=O)c1)OC	-2	0	-2.8	0	23	4.0	0.0	1.8	3	-1
CCCNC(=O)c1ccc(C)c(NC(=O)C2=C(C)OCCS2)c1	8	-11	-0.4	-5	-25	1.3	-0.5	-0.7	-20	2
COc1ccc2[nH]cc(CCn3ccc(=O)c(C)c3C)c2c1	-3	0	1.7	0	x	-0.3	-0.9	-0.2	-1	1
Clc1cccc(Nc2ncnc3c2cnn3-c2ccccc2)c1	-3	1	2.5	-6	12	1.7	-2.4	2.2	-12	5
CCCCCC/C=N/Nc1nnc(Cc2ccccc2)c(=O)[nH]1	-3	1	2.6	0	0	2.5	0.6	0.0	4	0
CCOc1ccc(NC(=O)CN2C(=O)S/C(=C/c3cccn3C)C2=O)cc1	3	-6	4.4	4	21	3.0	0.2	1.0	-6	-3
CC(C)(C)c1ccc(C(=O)Nc2ccc([N+](=O)[O-])cn2)cc1	-1	-7	2.1	-2	-9	0.4	0.1	-0.5	-7	x
Cc1ncc([N+](=O)[O-])n1CC(=O)Nc1ccc(OC(F)(F)Cl)cc1	-1	-3	3.4	2	-16	2.9	0.7	3.2	-5	-2
O=C(NCCc1ccccc1)c1ccccc1NC(=O)C1CCCO1 (stereo unspecified)	-3	12	3.8	-1	0	2.0	-1.2	-0.5	-3	22
O=C(NCC1CCCO1)C(c1cccnc1)N(C(=O)Cc1cccs1)c1cccnc1 (stereo unspecified)	-1	3	0.1	4	x	-0.4	-3.5	1.1	4	x
O=C(NCC1CCCO1)c1ccc(CS(=O)(=O)c2ccc(Br)cc2)o1 (stereo unspecified)	-1	9	3.6	-4	1	-0.3	-1.2	0.0	-8	4
c1ccc(-c2nc(NCCCN3CCOCC3)c3ccccc3n2)cc1	13	-6	0.2	1	-5	7.4	-2.1	1.6	-15	1
CNC(=O)CN(c1ccc(OC)cc1)S(=O)(=O)c1ccc(F)cc1	-3	-3	1.6	1	48	6.0	-1.2	-2.4	6	2
Cc1cccc(NC(=O)C2CCN(S(=O)(=O)c3c(C)nn(C)c3C)CC2)n1	-10	1	0.1	-2	-7	5.3	0.0	-0.9	-6	-5
Cc1ccccc1C(=O)Nc1ccccn1	-7	-5	3.8	1	-7	2.1	-0.8	-1.7	-2	-1
Cc1ccc(S(=O)(=O)N2CCN(c3ccnc4cc(Cl)ccc34)CC2)cc1C	-1	9	1.9	-1	-46	3.8	-1.3	3.5	-8	1
CC1(C)CC2CC(C)(CN2C(=S)NC(=O)c2ccccc2Cl)C1 (stereo unspecified)	2	1	-0.2	-21	13	3.4	0.1	-0.8	-8	-1
Cc1ccc(-n2ncc3c(N4CCCC(C)C4)ncnc32)c(C)c1 (stereo unspecified)	1	6	4.5	-17	13	-0.9	-1.7	2.6	-14	24
CCc1nnc(NC(=O)C2CCCN(S(=O)(=O)c3ccccc3)C2)s1 (stereo unspecified)	-3	4	2.4	-1	-32	1.3	-3.1	1.2	-10	-3
COc1ccc(NC(=O)N2CCCC2C(=O)NCc2ccccc2Cl)cc1 (stereo unspecified)	-2	-6	3.9	2	1	3.5	0.4	0.1	-10	0
CCC(=O)Nc1ccc(C(=O)N/N=C/c2ccccc2[N+](=O)[O-])cc1	2	-4	2.4	2	-13	0.8	-0.2	-2.1	8	x
CCN1CCN(C(=O)C2CCN(c3nnc(-n4c(C)ccc4C)s3)CC2)CC1	-5	8	1.2	4	21	131*	-1.0	2.1	-12	2
COc1ccc2nc(N3CCN(C(=O)c4ccc([N+](=O)[O-])o4)CC3)sc2c1	-6	-9	4.4	3	x	3.6	-1.1	2.0	-7	2
C=CCN1C(=O)C2(NNc3ccccc3O2)c2ccccc21 (stereo unspecified)	17	3	7.6	4	-8	11	-0.5	5.4	8	x
CCn1nnnc1SCC(=O)Nc1nc(-c2cccs2)cs1	36	5	1.8	-1	1	0.3	-1.1	-0.4	6	0
O=C(Cc1c(F)cccc1Cl)NCC(=O)OCc1ccccc1	-5	-4	2.2	2	8	-0.2	-0.6	-0.1	-6	-1
CCOc1ccc(NS(=O)(=O)c2ccc(C(=O)NCC(C)(C)N3CCOCC3)cc2)cc1	-5	3	6.6	1	-2	1.9	-1.8	-1.2	-4	-4

Arranged by SMILES length (falling): part of the list above
SMILES	Rtt109 Vps75	Tat transport	phage Ecoli inh	DAGLB inhibitor	PfHsp90 set2	AddAB inh	CAL PDZ inh	E coli growth	PvdQ acylase	Wnt bcat act
Cc1ccc(S(=O)(=O)N2CCN(c3ccnc4cc(Cl)ccc34)CC2)cc1C	-1	9	1.9	-1	-46	3.8	-1.3	3.5	-8	1
CCN1CCN(C(=O)C2CCN(c3nnc(-n4c(C)ccc4C)s3)CC2)CC1	-5	8	1.2	4	21	131*	-1.0	2.1	-12	2
Cc1ccc(-n2ncc3c(N4CCCC(C)C4)ncnc32)c(C)c1 (stereo unspecified)	1	6	4.5	-17	13	-0.9	-1.7	2.6	-14	24
CCn1nnnc1SCC(=O)Nc1nc(-c2cccs2)cs1	36	5	1.8	-1	1	0.3	-1.1	-0.4	6	0

Going on with the list.
SMILES	Rtt109 Vps75	Tat transport	phage Ecoli inh	DAGLB inhibitor	PfHsp90 set2	AddAB inh	CAL PDZ inh	E coli growth	PvdQ acylase	Wnt bcat act
CC(=O)Nc1cccc(/C(C)=N/NC(=O)c2cc(-c3ccncc3)nc3ccccc23)c1	6	0	-3.4	0	4	0.6	-0.7	-0.2	-1	1
O=C(NCc1ccccc1)C(c1c(F)cccc1Cl)N(C(=O)c1csnn1)C1CC1 (stereo unspecified)	-3	-7	-1.0	-1	-3	2.5	-2.3	-3.9	-17	-3
O=C(Cn1nnc(-c2ccc3c(c2)OCO3)n1)NCc1ccco1	-3	-5	3.6	-3	-11	0.0	-1.4	-2.5	-6	1
CC(C)(C)c1ccc(-c2csc(NC(=O)CN3C(=O)NC4(CCCCC4)C3=O)n2)cc1	-8	-7	1.4	-2	17	2.4	0.4	2.0	-14	x
COc1ccccc1NC(=O)Cn1c(=O)n(-c2ccccc2)c(=O)c2oc3ccccc3c21	-4	-4	1.2	1	-14	0.0	0.1	1.0	-7	x
Cc1ccc2cccc(Oc3ncnc4scc(-c5ccc(Cl)cc5)c34)c2n1	-9	-3	5.2	-3	15	2.6	-0.6	-0.9	-2	0
CCCn1c(SCC(=O)Nc2ccc(Cl)cc2F)nc(O)cc1=O	0	-12	6.0	-2	-1	0.2	0.1	0.4	-19	-4
Cc1[nH]c2ccccc2c1C(c1ccccn1)N1CCCC1 (stereo unspecified)	16	2	0.1	0	7	2.4	-1.2	-0.3	-4	-1
CN1C(=O)C(C)(C)c2cc(S(=O)(=O)N3CCCC3C(=O)NCc3ccc(F)cc3)ccc21 (stereo unspecified)	-5	7	1.9	1	20	0.6	-0.2	-0.3	-14	-4
CCOc1ccccc1C(=O)NCC(=O)NNC(=O)c1cccc(S(=O)(=O)Nc2ccc(OC)cc2)c1	17	-3	0.5	1	22	-2.2	-2.5	-0.3	-8	1
COc1cccc2c1oc1c(SCc3nc4ccccc4[nH]3)nc(C)nc12	-3	-3	2.4	1	-8	-2.0	-2.7	-2.5	-13	4
O=C(CSc1oc(-c2cccs2)nc1S(=O)(=O)c1ccccc1)NC1CCCCC1	1	0	0.6	-2	5	-0.3	-2.4	-1.7	26	x
COc1ccc(C(=O)Nc2cnn(Cc3ccc(Cl)cc3)c2)cc1OC	18	u	-0.9	-3	10	2.0	-1.6	-0.9	0	-6
